# Assay outcomes deposited in PubChem by several laboratories.
# Autophagy mod: modulators of autophagy; MEF GFP-LC3 puncta imaging; test concentration mostly 10 µM; calls only at 10 µM (by protocol); 0.98% of 190,000 active;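 active = percentage of spot-positive cells more than 3 SD above its plate mean, without a fluorescence outlier flag or 80% toxicity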;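 note: spot-positive cell cutoff set from DMSO-treated cells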
# PMI inhibitors: MPI enzyme activity inhibition – biochemical, fluorescence intensity, coupled assay, primary screen (AID 1209). purified PMI enzyme, coupled fluorescence intensity; higher % means a stronger effect. inhibition, % at 20 µM, or IC50 in µM where a hit was titrated. 0.42% of 190,000 active;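 note: plate controls were DMSO vehicle for no effect and wells lacking substrate for full effect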
# human PMI inhibitors: human PMI inhibitors, high substrate, primary screen, biochemical, fluorescence intensity, high mannose 6-phosphate (AID 1220); recombinant PMI enzyme, coupled fluorescence intensity; higher % means a stronger effect; one-dose inhibition, % at 20 µM; IC50 in µM for titrated hits; 0.66% of 190,000 active
# bCat nuc transl: alters nuclear translocation of beta-catenin in HeLa cells | immunofluorescence imaging | 0.3% of 190,000 active | nuclear translocation activity, % at 5 µM;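 active = nuclear translocation activity above 50% at 5 µM, with a well cell count of 50 or more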;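 note: per-cell ratio of nuclear to cytoplasmic median beta-catenin stain intensity; plate controls were DMSO negative control for no effect and GSK-3 inhibitor IX positive control for full effect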
#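 System: Human HeLa cells, endogenous beta-catenin | Compound dosing: 5 µM primary, 0.02–20 µM confirmation | Timing: 24 h compound exposure at 37°C, 5% CO2 | Measured by: Fluorescence imaging of beta-catenin antibody stain plus DAPI | Read-out basis: % activation of per-cell nuclear versus cytoplasmic median beta-catenin signal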
# Yfh1-depleted yeast: enhancers of respiration in Yfh1-depleted yeast, dose response, Friedreich's ataxia, plus single-dose screen (AID 1465) | S. cerevisiae Yfh1-off respiration, WST-1 reduction, 72 h; higher fold induction means a stronger effect | one-dose fold induction at 50 µM; EC50 in µM for titrated hits | 0.074% of 220,000 active;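 active = fold induction of absorbance versus untreated yeast above a set limit, then at least 30% activation at any dose in follow-up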;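 note: activators that raise dye reduction in frataxin-depleted yeast; strong numbers were not always called active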
# Dynein transport: dynein cargo transport inhibition; 3617.4 mouse cells, GR-EGFP nuclear translocation imaging; test concentration mostly 20 µM; stimulated with dexamethasone, 1 µM; active compounds read low; z-score, hits read low; 0.47% of 220,000 active; AID 1381;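 active = plate z-score of nuclear minus cytoplasmic receptor signal below a set negative limit, without overly bright fluorescence or cell loss, cut at about -3.5 in these data, passing the limit was not always enough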;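 note: z-score of nuclear minus cytoplasmic ring GR-EGFP intensity difference per well; some compounds called inactive have numbers as strong as hits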
#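 medium = tetracycline-free induction medium containing charcoal-stripped FBS | also added = 1.0 µM final dexamethasone stimulus | schedule = 48 h induction, 1 h compound, 30 min dex at 37 °C | technique = fixed, Hoechst-stained cells imaged at 10x for EGFP | measure = GR-EGFP nuclear translocation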
# WT yeast gro inh: growth inhibition of WT yeast, mitochondrial fusion screen; 2.1% of 190,000 active; inhibition, % at 10 µM; mitochondrial fusion phenotypic screen, WT strain; AID 1362; in the data active = inhibition above about 58%; tested in S. cerevisiae
# Insulin prom up: MIN6 insulin promoter up-regulation | AID 1625 | 0.3% of 190,000 active | MIN6 insulin promoter-GFP reporter, high-content imaging; active compounds read high | z-score at 5 µM;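 active = z-score above 3 at 5 µM with at least 500 cells counted in the well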
# MT stabilizer: microtubule stabilization, imaging screen; 0.83% of 200,000 active; AID 2205; HeLa tubulin immunostaining HCS, 24 h; share of cells brighter than vehicle mean+2SD; % tubulin-high responders, % at 10 µM;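 active = plate Z-score above 3 for both tubulin-high and condensed-nucleus cell shares, with cell loss under 80%, at 10 µM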;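 note: anti alpha tubulin signal scored within the nucleus-defined area of each cell; some results filed as inactive read as strong as hits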
# WT yeast gro inh mutant strain: further read-out of WT yeast gro inh, marked with its call; inhibition, %; mitochondrial fusion phenotypic screen, mutant strain inhibition
# Dynein transport cytoplasmic EGFP: also measured in Dynein transport; calls as there; z-score; measured here: cytoplasmic GR-EGFP intensity; active compounds read high
# Dynein transport nuclear GR-EGFP: further read-out of Dynein transport, marked with its call; z-score; measured here: nuclear GR-EGFP intensity;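 lower value marks the stronger effect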
# Dynein transport cell count: further read-out of Dynein transport, marked with its call; z-score; measured here: cell count per field
# Insulin prom up cell count: second read-out of Insulin prom up, no call of its own (marks repeat the call); cell count; measured here: cytotoxicity, nuclei count;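 total cells summed across four imaged fields per well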
# bCat nuc transl cell count 5 µM: further read-out of bCat nuc transl, marked with its call; cell count; measured here: cell count, cytotoxicity flag
# MT stabilizer Hoechst-high %: also measured in MT stabilizer; calls as there; % Hoechst-high responders; measured here: nuclear condensation Hoechst responders;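 share of cells brighter than vehicle mean plus two SD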
# MT stabilizer cytotoxicity %: also measured in MT stabilizer; calls as there; toxicity, %; measured here: cytotoxicity by cell density;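 0% = mean cell density of plate MIN control wells and 100% = no cells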
# Autophagy mod cell loss 18 h: also measured in Autophagy mod; calls as there; toxicity, %; measured here: cell loss, nuclei count;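 cell loss after 18 h compound exposure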
# Starred values were filed as active, the others as inactive; i = inactive; . = no result given; + = active, no number. Cut-off read from the data, not from the text of the source, unless noted: active = inhibition above about 50%; inactive = the rest.
SMILES,Autophagy mod,Autophagy mod cell loss 18 h,PMI inhibitors,human PMI inhibitors,bCat nuc transl,bCat nuc transl cell count 5 µM,Yfh1-depleted yeast,Dynein transport,Dynein transport cytoplasmic EGFP,Dynein transport nuclear GR-EGFP,Dynein transport cell count,WT yeast gro inh,WT yeast gro inh mutant strain,Insulin prom up,Insulin prom up cell count,MT stabilizer,MT stabilizer Hoechst-high %,MT stabilizer cytotoxicity %
COc1ccc(C2CC(=O)c3c([nH]c(C(=O)OC(C)C)c3C)C2)cc1OC (stereo unspecified),i,0,4%,4%,-1.0,475,i,0.45,-0.12,1.5,-1.1,4,-14,0.69,1025,5.3,2.4,8.3
Cc1ccc(Cn2ncc3c(N4CCN(c5ccc(C)cc5)CC4)ncnc32)cc1,i,18,-10%,-12%,-7.9,969,.,0.096,-0.35,-0.27,1.2,2,-1,-1.9,984,4.0,2.3,1.4
COc1ccc(OCC(=O)NNC(=O)c2nn(C)c(=O)c3ccccc23)cc1,i,6,2%,3%,-0.1,954,i,-0.73,-0.26,-0.33,1.9,-9,-8,-0.07,1382,2.8,2.1,7.4
Cn1cc(C(=O)N/N=C/C2=C(N3CCOCC3)C(=C\c3ccccc3)/CC2)ccc1=O,i,24,-1%,-3%,-0.5,1014,i,-0.32,-0.31,-0.27,0.11,3,-13,-0.4,1397,2.2,2.3,9.1
O=C(O)CCC(=O)N1N=C(c2ccco2)CC1c1cccs1 (stereo unspecified),i,14,13%,9%,0.6,1047,i,-0.3,-0.2,0.25,-0.6,5,-7,0.05,1475,3.1,3.1,4.5
Cc1ccc(S(=O)(=O)N2CCN(c3cnn(-c4ccccc4)c(=O)c3Cl)CC2)cc1,i,-10,-6%,0%,2.3,546,i,0.21,-0.31,-0.23,-0.062,-13,-17,0.43,1276,1.6,4.3,9.6
O=C(CSc1nncs1)Nc1cc(-c2ccccc2)nn1-c1ccccc1,i,3,-4%,-6%,-5.2,574,i,-1.1,0.38,-0.19,1,-3,11,-0.2,1424,1.9,1.9,1.8
COc1cc(CNCCCN2CCOCC2)ccc1OCC(=O)Nc1cccc(C(F)(F)F)c1,i,7,0%,-2%,1.1,1337,i,-0.38,-0.19,-0.29,0.14,6,1,-0.19,1579,2.0,2.1,8.6
COC(=O)CNC(=O)CNC(=O)Nc1ccccc1Cl,i,8,8%,2%,.,.,i,0.3,-0.13,0.039,-0.63,5,-1,.,.,2.1,3.1,11
O=C(N/N=C/c1cn(-c2cccs2)nc1-c1ccccc1)c1ccccc1Cl,i,-13,7%,4%,7.7,463,i,0.76,-0.25,0.068,-0.83,16,8,-0.48,1250,4.3,4.0,13
CCCCNC(=S)NC(=O)c1ccc(Cl)cc1Cl,i,-17,5%,4%,1.5,1349,i,0.51,-0.21,0.83,0.51,27,12,3.1*,1381*,3.2,0.9,4.8
Cc1oc(-c2cccs2)nc1CS(=O)CC(=O)NC1CCCCCC1 (stereo unspecified),i,3,3%,17%,-1.3,1230,i,-0.68,-0.086,-0.35,0.34,-3,-6,0.09,1026,4.1,3.6,8.1
CC1CCCC(NC(=O)CN(C)S(=O)(=O)c2cnc[nH]2)C1C (stereo unspecified),i,3,0%,-5%,-1.4,1123,i,-0.66,-0.29,-0.27,0.14,-6,-16,0.31,1319,4.0,2.4,9.1
O=c1[nH]c2c(cc1CNCCN1CCOCC1)c(-c1cccc(F)c1)nn2-c1ccccc1,.,.,-11%,-5%,-5.8,942,.,.,.,.,.,.,.,-0.9,1302,.,.,.
O=C(Cc1coc2ccc3ccccc3c12)N1CCN(c2ncccn2)CC1,i,2,8%,13%,-6.6,999,i,-0.044,-0.22,0.14,0.11,-5,-12,-0.14,1158,1.5,2.2,10
O=C1OCCC1Sc1nnnn1-c1ccccc1 (stereo unspecified),i,-1,-2%,-8%,-3.2,1371,i,-0.49,-0.21,0.0074,0.44,-8,-15,-0.45,1426,3.4,2.5,4.6
CCC(C)NC(=O)COC(=O)c1ccccc1OCC(=O)Nc1ccc(Br)cc1 (stereo unspecified),i,39,-14%,-20%,-0.5,1036,i,0.24,-0.17,0.24,-0.15,8,10,-0.58,1479,4.9,2.9,5.8
O=C(Cn1ncc(Cl)c(Cl)c1=O)N1CCN(S(=O)(=O)c2ccc3ccccc3c2)CC1,+,49*,11%,4%,1.1,1078,i,-4*,0.55*,-2.5*,0.23*,-19,-12,-4.4,535,7.9,9.1,10
COC(=O)C1=C(CSCc2ccco2)NC(=O)NC1c1cc(C)ccc1C (stereo unspecified),i,-5,16%,16%,-0.4,1109,i,0.26,-0.24,0.1,-0.31,9,16,-0.14,1294,2.5,0.8,6.4
COc1cc2c(cc1OC)C(c1cccs1)CC(=O)N2 (stereo unspecified),i,-4,7%,-2%,-1.9,1228,i,-0.22,-0.36,-0.19,0.3,3,27,0.39,1114,2.3,1.4,5.9
Cc1ccc(-n2cnc3c(sc4nccc(N(C)C)c43)c2=O)cc1,i,4,-1%,2%,-3.4,943,i,-0.034,-0.17,-0.026,0.31,.,.,0.15,1156,2.1,1.6,0.2
O=C(Nc1ccc2c(c1)OCO2)Nc1ccc2c(c1)OCO2,i,-2,-1%,16%,-0.2,1471,i,-0.48,-0.31,-0.22,-0.059,-5,17,0.06,1410,4.0,1.0,9.7
CC1CCN(C(=O)C2CCCN(S(C)(=O)=O)C2)CC1 (stereo unspecified),i,48,-8%,1%,.,.,i,1.4,-0.22,1,0.73,10,-18,.,.,5.4,2.3,19
Cc1nn(-c2ccc(Cl)cc2)c(=O)c2c(C)noc12,.,.,.,.,0.7,1289,i,-0.67,-0.26,0.052,0.53,.,.,0.01,1058,.,.,.
O=C(Cc1sc(-c2ccccc2Cl)nc1-c1ccccc1)Nc1ccc(F)cc1,i,4,-5%,-4%,0.3,1105,i,-0.33,-0.15,-0.28,0.52,12,15,2.1,798,0.4,1.8,12
COc1ccccc1OCCC(=O)N1CCN(c2ccccc2OC)CC1,.,.,.,.,-1.7,1336,i,-0.079,-0.81,-0.37,-0.36,.,.,-0.21,1058,.,.,.
O=C(Nc1nnc(C2CC2)s1)c1cc2c(s1)CCCCCC2,i,32,8%,4%,-3.4,817,i,-1.1,-0.19,-0.36,0.7,-2,10,0.75,1538,3.3,2.6,9.3
Cc1ccc(Nc2c3c(nc4ncnn24)CC(C)CC3)cc1 (stereo unspecified),i,-2,16%,13%,0.6,1155,i,-0.4,0.066,-0.046,1.2,1,-2,0.23,1207,1.9,1.7,6.9
COc1cccc(/C=N/NC(=O)c2c(-c3ccccc3)noc2C)c1O,i,-11,1%,-2%,.,.,i,-1.5,-0.23,-0.84,2.7,27,14,.,.,1.8,1.3,15
OCCCNc1c2c(nc3cc(-c4ccc(Cl)cc4)nn13)CCC2,i,19,14%,2%,-1.2,996,i,0.52,-0.22,0.36,0.3,0,8,.,.,1.7,1.0,5.4
CCOC(=O)C(Cc1ccccc1)C(=O)Nc1nccs1 (stereo unspecified),i,4,4%,3%,-1.7,966,i,-0.23,-0.2,0.047,0.26,-6,-15,0.27,1233,2.2,1.8,6.6
O=S1(=O)NC2CCCCCN2c2ccc(F)cc21 (stereo unspecified),i,14,-1%,2%,-2.1,936,i,0.17,-0.25,0.24,1.1,-7,-14,0.44,1241,1.7,1.5,13
COCCCNC(=O)COc1ccc(S(=O)(=O)Nc2ccccc2)cc1,i,-3,15%,16%,-1.0,1043,i,-0.28,-0.22,0.24,-0.35,10,3,0.21,1160,3.3,0.9,48
O=C(CN1C(=O)COc2ccccc21)N1CCc2ccccc2C1,i,4,4%,5%,-4.5,601,i,-0.53,-0.27,-0.32,1.1,1,-19,.,.,3.1,1.8,3.3
Cc1ccc(C)c2[nH]c(=O)c(CN(Cc3ccco3)C(=S)NCC3CCCO3)cc12 (stereo unspecified),i,-3,-21%,-32%,-1.4,1049,i,-1.5,-0.082,-0.83,0.2,-13,4,-0.59,1505,2.9,1.5,6.6
CC(=O)c1ccc(NC(=O)CCn2c(=O)oc3ccccc32)cc1,i,13,-2%,2%,-7.1,1019,i,-0.43,-0.31,-0.46,-0.081,-25,-10,0.48,1611,3.1,2.0,4.0
CCCCn1nnnc1NCc1ccc(OC)c(OC)c1,i,-5,4%,0%,-0.6,1126,i,-1.2,0.21,-0.75,1,21,2,0.33,1856,2.9,1.8,3.4
CCC(C)NC(=S)Nc1ccccc1 (stereo unspecified),.,.,.,.,0.5,1226,i,0.85,-0.24,0.0034,-0.36,.,.,-0.02,1108,.,.,.
C=CCOC(=O)C1=C[C@H](c2cn(C(C)=O)c3ccccc23)C[C@H](OCCCCO)O1,i,0,-11%,-13%,-0.9,1169,i,0.087,-0.25,0.45,-0.2,2,2,0.31,1343,4.0,1.9,5.4
CCC(CC)C(=O)Nc1cc(C(=O)NCCc2ccccc2)ccc1Cl,i,7,2%,-2%,-2.0,1346,i,0.9,-0.2,1.4,-1.4,-22,-22,-0.6,1480,3.9,1.4,7.9

# Rows were taken by chance. Share with any hit: about 5%.
